Efflux pump mplx = inhibitors of Candida efflux pumps in yeast, primary screen, S. cerevisiae, Nile Red, multiplex; S. cerevisiae Candida pump triplex; inhibition, % at 10 µM; 330,000 tested, 0.44% active;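 active = plate passing quality check with inhibition over a set limit, or well fluorescence over plate mean plus 4 SD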;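 note: Nile Red retained in pooled yeast measured as flow cytometry median fluorescence; 0% = buffer negative control and 100% = Enniatin B positive control; higher means more Nile Red kept so more efflux inhibition; some compounds called inactive have numbers as strong as hits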
EBNA-1 inh = EBNA-1 DNA-binding inhibitors, primary screen, biochemical, fluorescence polarization | AID 1950, 2009 | inhibition, % at 14.8 µM | 300,000 tested, 0.34% active; in the data active = inhibition above about 28%
MEX-5 binding = MEX-5 zinc finger RNA-binding disruptors – biochemical, C. elegans, fluorescence polarization, MLPCN library, primary screen; activity score (negative = inhibition of binding), % at 10 µM; Zinc finger protein mex-5 (Caenorhabditis elegans), Q9XUB2; MEX-5/FITC-TCR2 RNA binding; stronger effect = lower value; 300,000 tested, 0.38% active;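 active = inhibition past about -25% in most replicates, and total fluorescence under double the plate's negative control median, limit read from the data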;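 note: 0% = DMSO and -100% = 5 µM competing unlabeled TCR2 RNA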
BCLXL inh = inhibitors of human Bcl-xL, primary screen, biochemical, fluorescence polarization, HTS | Bcl-2-like protein 1 (Homo sapiens), Q07817 | GST-Bcl-xL / FITC-Bim BH3 peptide fluorescence polarization | inhibition, % at 10.9 µM | 320,000 tested, 0.7% active | AID 2129, 2009;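 active = inhibition above the mean of all tested compounds plus 3 SD, cutoff set per campaign, cut at about 30% in these data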;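 note: 0% = DMSO wells and 100% = unlabeled Bim-BH3 peptide competitor; inhibitors lower millipolarization by displacing the labeled peptide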
Target sequence (Q07817 whole entry, looked up): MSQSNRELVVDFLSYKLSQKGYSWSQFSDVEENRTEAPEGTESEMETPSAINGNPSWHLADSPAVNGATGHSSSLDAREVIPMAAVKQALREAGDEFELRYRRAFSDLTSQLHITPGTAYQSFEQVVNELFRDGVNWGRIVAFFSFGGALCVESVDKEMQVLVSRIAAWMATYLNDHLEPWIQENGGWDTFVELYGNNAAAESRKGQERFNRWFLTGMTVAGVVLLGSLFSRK
MCL1-BIM inh = inhibitors of MCL1 binding to BIM-BH3, primary screen, biochemical, fluorescence polarization. GST-MCL1 / FITC-Bim-BH3 fluorescence polarization. inhibition, % at 10.9 µM. Induced myeloid leukemia cell differentiation protein Mcl-1 (Homo sapiens), Q07820. 320,000 tested, 0.68% active;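 active = inhibition above the mean inhibition of all tested compounds plus 3 SD, set per campaign, cut at about 40% in these data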;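 note: 0% = DMSO wells and 100% = unlabeled Bim-BH3 peptide control; higher means more loss of mP so more displacement of Bim peptide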
Target sequence (Q07820 whole entry, looked up): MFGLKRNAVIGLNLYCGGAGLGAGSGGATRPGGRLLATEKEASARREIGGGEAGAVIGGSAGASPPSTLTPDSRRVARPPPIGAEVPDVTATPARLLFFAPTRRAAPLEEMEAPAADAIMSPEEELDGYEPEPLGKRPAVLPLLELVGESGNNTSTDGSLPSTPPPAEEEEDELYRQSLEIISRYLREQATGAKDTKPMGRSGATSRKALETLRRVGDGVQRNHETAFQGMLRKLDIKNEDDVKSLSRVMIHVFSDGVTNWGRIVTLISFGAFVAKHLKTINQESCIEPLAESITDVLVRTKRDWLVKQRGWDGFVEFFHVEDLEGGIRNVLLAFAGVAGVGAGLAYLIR
GLD-1 RNA inh = GLD-1/TGE RNA complex disruptors, primary screen, biochemical, fluorescence polarization. 320,000 tested, 0.44% active. inhibition, % at 5.96 µM. purified GLD-1 + fluorescein TGE RNA. Female germline-specific tumor suppressor gld-1 (Caenorhabditis elegans), Q17339;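 active = percent inhibition above a per-plate cutoff, the plate mean of test compounds plus 3 SD, cut at about 30% in these data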;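 note: 0% = DMSO wells with GLD-1 and probe and 100% = wells lacking GLD-1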
Target sequence (Q17339 whole entry, looked up): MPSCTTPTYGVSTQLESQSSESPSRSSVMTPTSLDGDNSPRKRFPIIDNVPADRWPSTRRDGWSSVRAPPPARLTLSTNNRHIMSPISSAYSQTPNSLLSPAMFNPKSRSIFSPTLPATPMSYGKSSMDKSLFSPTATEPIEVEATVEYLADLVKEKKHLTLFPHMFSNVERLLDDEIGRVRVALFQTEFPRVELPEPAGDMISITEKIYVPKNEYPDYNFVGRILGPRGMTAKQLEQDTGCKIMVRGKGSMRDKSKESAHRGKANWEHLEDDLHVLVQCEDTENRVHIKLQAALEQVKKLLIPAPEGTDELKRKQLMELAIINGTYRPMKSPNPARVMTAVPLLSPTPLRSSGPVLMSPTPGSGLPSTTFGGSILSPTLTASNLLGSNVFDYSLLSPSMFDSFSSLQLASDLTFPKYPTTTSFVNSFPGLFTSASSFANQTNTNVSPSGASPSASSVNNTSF
Fam108B inh = mouse Fam108B serine hydrolase inhibitors, primary screen, counter-screen for RBBP9 inhibitor project, biochemical, fluorescence polarization. AID 1947, 2009. 300,000 tested, 0.33% active. inhibition, % at 9.51 µM. recombinant Fam108B, FP-Rh probe fluorescence polarization;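 active = inhibition above the screen mean inhibition plus 3 SD, computed separately per campaign, cut at about 18% in these data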;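 note: inhibitors lower polarization as less probe binds the enzyme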
ZTA DNA inh = blocks Epstein-Barr virus ZTA, an EBNA-1 counter-screen; P03206; inhibition, % at 11 µM; ZTA-DNA binding, fluorescence polarization; AID 2234; 320,000 tested, 0.15% active; in the data active = inhibition above about 33%
CR mimetic SO = reduction of superoxide in aged yeast, primary screen, HTS; S. cerevisiae aged cells, superoxide DHE fluorescence; stronger effect = lower value; superoxide response (% of plate mean), % at 10 µM; 330,000 tested, 0.18% active;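 active = superoxide response under a set limit, about three screen SD below normal, cut at about 65% in these data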;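 note: yeast aged for seven days with compound at 30 °C before DHE staining; 100% = average MFI of all compound-treated wells on the plate with controls excluded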
* marks the source's active call; other numbers are inactive results; · = not tested or not shown.

1	Cc1nn(Cc2ccccc2Cl)c(C)c1C(=O)NCc1ccco1
2	COc1cccc(C(=O)O/N=C2\CCS(=O)(=O)c3sccc32)c1
3	COc1ccc2[nH]c(=O)c(CN(c3ccccc3OC)S(=O)(=O)c3ccccc3)cc2c1
4	CCCCC1=NN(C(=O)c2cccnc2)C(O)(C(F)(F)F)C1 (centres undefined)
5	COc1ccc(C2=NOC(COc3ccc4c(C)cc(=O)oc4c3)C2)c(OC)c1 (centres undefined)
6	Cc1cc(NC(=O)Cn2nc(C(F)(F)F)c3c2CCC3)n(-c2ccccc2)n1
7	COc1ccccc1CN(CC(=O)NCc1ccc2c(c1)OCO2)C(=O)c1ccc2c(c1)OCCO2
8	CCOC(=O)N1CCN(C(=O)Cn2ncn3nc(-c4cccs4)cc3c2=O)CC1

Compound,1,2,3,4,5,6,7,8
Efflux pump mplx,-0.1,0.2,-0.1,0.0,-0.2,-0.1,0.0,0.0
EBNA-1 inh,2,-12,-14,5,12,-12,6,-5
MEX-5 binding,-3.3,1.6,0.2,1.7,-1.7,0.1,0.5,0.4
BCLXL inh,0,6,-4,3,0,4,5,4
MCL1-BIM inh,3,-4,0,3,11,8,-1,0
GLD-1 RNA inh,-2,0,4,0,2,3,-4,-2
Fam108B inh,7,9,-2,-3,3,1,2,0
ZTA DNA inh,6,1,-16,-6,14,-20,-7,5
CR mimetic SO,89,93,103,114,96,91,113,94

9	COc1ccc(CCN(C)C(=O)C2CCN(Cc3ccc(C)cc3)CC2)cc1OC
10	COCCn1nnnc1CN(CCc1ccc(OC)c(OC)c1)Cc1cc2ccc(C)cc2[nH]c1=O
11	CS(=O)(=O)N(CC(N)=O)c1ccc(F)c(Cl)c1
12	Cc1ccc(C2(C)NC(=O)N(CC(=O)Nc3ccc4c(c3)CCC4)C2=O)cc1 (centres undefined)
13	C#CCOCCOCCOCCNc1nc(N2CCN(C(=O)[C@H]([C@@H](C)O)n3cc(CCCCN)nn3)CC2)nc(N2CCN(C(=O)[C@H]([C@@H](C)CC)n3cc(CCCCN)nn3)CC2)n1
14	Nc1nnnn1/N=C/c1cccc(OCc2ccccc2Cl)c1
15	Cc1ccc(S(=O)(=O)NC(C)C(=O)NC(C)c2cccs2)cc1 (centres undefined)
16	CCN(CC)CCNC(=O)c1c(C)oc2cc(Br)c(OC)cc12

Compound,9,10,11,12,13,14,15,16
Efflux pump mplx,-0.1,0.1,-0.1,0.6,0.1,-0.1,-0.2,0.1
EBNA-1 inh,3,-11,10,·,1,9,11,5
MEX-5 binding,1.1,-1.3,2.0,·,·,0.9,0.2,·
BCLXL inh,4,2,10,-2,4,-1,0,5
MCL1-BIM inh,3,1,8,-2,6,-2,0,2
GLD-1 RNA inh,-1,-6,-4,4,-2,7,0,7
Fam108B inh,2,-4,0,·,-1,-1,5,5
ZTA DNA inh,9,-11,7,-7,-2,-8,-1,2
CR mimetic SO,100,100,81,129,106,108,102,103

Single records, as listed above.
`Cc1ccc(C2(C)NC(=O)N(CC(=O)Nc3ccc4c(c3)CCC4)C2=O)cc1` (centres undefined) is listed with Efflux pump mplx = 0.6; EBNA-1 inh = ·; MEX-5 binding = ·; BCLXL inh = -2; MCL1-BIM inh = -2; GLD-1 RNA inh = 4; Fam108B inh = ·; ZTA DNA inh = -7; CR mimetic SO = 129
`COCCn1nnnc1CN(CCc1ccc(OC)c(OC)c1)Cc1cc2ccc(C)cc2[nH]c1=O` is listed with Efflux pump mplx = 0.1; EBNA-1 inh = -11; MEX-5 binding = -1.3; BCLXL inh = 2; MCL1-BIM inh = 1; GLD-1 RNA inh = -6; Fam108B inh = -4; ZTA DNA inh = -11; CR mimetic SO = 100
`COc1ccc(CCN(C)C(=O)C2CCN(Cc3ccc(C)cc3)CC2)cc1OC` is listed with Efflux pump mplx = -0.1; EBNA-1 inh = 3; MEX-5 binding = 1.1; BCLXL inh = 4; MCL1-BIM inh = 3; GLD-1 RNA inh = -1; Fam108B inh = 2; ZTA DNA inh = 9; CR mimetic SO = 100

Further entries follow:
17	O=C(c1ccc(Cl)cc1)N1CCN=C1c1ccccc1
18	CSCCC(NC(=O)c1ccccc1Cl)C(=O)N1CCCCCCC1 (centres undefined)
19	Oc1c(C=Nc2ccccc2)sc2ccccc12
20	O=C(O)CSc1nnc(COc2ccc(Br)cc2)n1-c1ccccc1
21	O=C(Nc1nc(-c2ccccc2)cs1)c1ccco1
22	Cc1ccccc1NCCNc1ccccc1C
23	Cn1c2ccccc2c(=O)c2c(=O)n(Cc3ccco3)c(-c3ccc(Cl)cc3Cl)nc21
24	CCOc1ccc(NC(=O)c2cc3cc4ccc(C)cc4nc3o2)cc1

Compound,17,18,19,20,21,22,23,24
Efflux pump mplx,0.0,-0.1,0.1,0.1,-0.1,0.2,0.0,-0.1
EBNA-1 inh,-6,·,9,-14,-3,-7,2,0
MEX-5 binding,-1.8,·,-2.3,-2.4,-3.2,4.1,1.9,-0.7
BCLXL inh,3,5,-40,-7,0,4,7,7
MCL1-BIM inh,9,3,-55,-3,4,-2,9,1
GLD-1 RNA inh,5,9,-39,1,7,4,8,4
Fam108B inh,-2,·,0,6,-3,-3,-1,-3
ZTA DNA inh,7,13,11,-8,0,-2,3,0
CR mimetic SO,115,81,94,103,111,107,90,89

Fetched by structure from the entries so far:
23	Cn1c2ccccc2c(=O)c2c(=O)n(Cc3ccco3)c(-c3ccc(Cl)cc3Cl)nc21
22	Cc1ccccc1NCCNc1ccccc1C

Compound,23,22
Efflux pump mplx,0.0,0.2
EBNA-1 inh,2,-7
MEX-5 binding,1.9,4.1
BCLXL inh,7,4
MCL1-BIM inh,9,-2
GLD-1 RNA inh,8,4
Fam108B inh,-1,-3
ZTA DNA inh,3,-2
CR mimetic SO,90,107

Following part
25	Cc1cc(=O)oc(C)c1C(=O)NCCCN1CCN(c2ccc(F)cc2)CC1
26	CC(=O)c1c(C)oc2ccc(NS(=O)(=O)c3ccc(C)cc3)cc12
27	COc1ccc2c(=O)c3c(=O)n(CCc4ccccc4)c(C(C)C)nc3oc2c1
28	CC1(C)CC(=O)c2cc(O)ccc2O1
29	COc1ccc(C(=O)Nc2ccc(OC)c([N+](=O)[O-])c2)cc1Br
30	COc1ccccc1CNC(=O)C1CC2Cn3c(nc4ccccc43)C2N1C (centres undefined)
31	OC(COc1cccc2ccccc12)CN1CCN(c2ccccc2)CC1 (centres undefined)
32	CC(=O)N1CCN(CC(=O)Nc2c(Cl)cccc2Cl)CC1

Compound,25,26,27,28,29,30,31,32
Efflux pump mplx,-0.1,0.3,0.2,-0.1,0.0,·,-0.1,0.0
EBNA-1 inh,7,-3,5,10,10,8,-14,6
MEX-5 binding,0.8,-3.0,-4.6,1.6,-1.9,-2.8,1.5,1.2
BCLXL inh,8,-1,9,6,8,1,0,1
MCL1-BIM inh,4,-2,9,8,8,-10,8,-4
GLD-1 RNA inh,-2,2,5,4,6,3,-3,8
Fam108B inh,-1,1,-2,3,-4,-2,9,0
ZTA DNA inh,9,-4,-14,10,0,-17,-2,3
CR mimetic SO,112,108,108,94,112,·,94,95

33	N#C/C(=C\c1cn[nH]c1-c1ccccc1Br)C(=O)O
34	COc1ccc(CCNC(=O)COC(=O)c2ccc[nH]c2=O)cc1
35	C=CCN1C(=O)/C(=C2\SC(N3CCOCC3)=NC2=O)c2cc(Br)ccc21
36	O=C(NCc1ccccc1Cl)c1ccc(Br)o1
37	Cc1cccc(CN2CCN(C(c3ccccc3)c3ccc(Cl)cc3)CC2)c1 (centres undefined)
38	COC(=O)NNC(=O)CCCOc1ccc(Cl)cc1Cl
39	O=C(c1ccco1)N(Cc1ccc([N+](=O)[O-])cc1)c1ccc(Br)cc1
40	Cc1cc(=O)oc2cc(Oc3ncccn3)ccc12

Compound,33,34,35,36,37,38,39,40
Efflux pump mplx,0.1,-0.1,0.0,0.1,0.0,1.3,-0.1,0.0
EBNA-1 inh,-9,5,5,0,9,2,6,6
MEX-5 binding,-2.6,-0.8,-1.0,2.5,-0.8,1.0,-0.1,1.4
BCLXL inh,6,-1,3,1,4,1,6,-2
MCL1-BIM inh,5,-1,2,-3,9,1,4,-3
GLD-1 RNA inh,6,-3,5,5,-1,3,-3,-12
Fam108B inh,3,3,0,0,1,-2,1,5
ZTA DNA inh,-12,-2,-5,-3,-3,5,1,7
CR mimetic SO,112,98,100,92,101,81,87,101

41	COc1cc2[nH]c(=S)n(Cc3ccc(F)cc3)c(=O)c2cc1OC
42	Cn1nc(-c2ccc(C(=O)NCC3CCCO3)cc2)c2ccccc2c1=O (centres undefined)
43	O=C(CCc1nc2sc3c(c2c(=O)[nH]1)CCCC3)NCCOc1ccccc1
44	COc1cccc(NC(=O)CCC2CCN(C(=O)c3sccc3C)CC2)c1
45	CCNC(=S)N1CCN(S(=O)(=O)c2cccc(C(F)(F)F)c2)CC1
46	CC(C)(C)Cc1nnc(NS(=O)(=O)c2ccc(F)cc2)s1
47	CCCn1c(C)cc(-c2csc(NC(=O)CCc3nc4ccccc4c(=O)[nH]3)n2)c1C
48	CCCCCCc1ccc(N2C[C@H](C)[C@@H](CC(=O)NCc3ccccc3)C2=O)cc1

Compound,41,42,43,44,45,46,47,48
Efflux pump mplx,0.1,0.2,0.2,0.1,-4.3,0.1,0.2,-0.1
EBNA-1 inh,12,5,-4,-3,2,2,9,3
MEX-5 binding,·,1.2,0.9,0.0,·,-0.4,-0.2,3.1
BCLXL inh,-3,4,-4,3,3,-4,4,7
MCL1-BIM inh,-2,-1,-10,-4,12,1,5,5
GLD-1 RNA inh,6,1,-10,2,2,-5,7,41*
Fam108B inh,-9,3,-3,-5,0,4,0,5
ZTA DNA inh,-6,14,2,-8,28,-12,-8,18
CR mimetic SO,95,111,102,103,112,107,93,97

49	Cc1ccc(N(CC(=O)NCc2ccco2)C(=O)CCC(=O)Nc2nccs2)c(C)c1
50	O=C(CSCc1ccccc1Cl)NN=C1CCCCCC1
51	CC(C)(C)c1cc(NCc2ccccn2)n2ncc(-c3ccc(Cl)cc3)c2n1
52	CCOC(=O)C1CCN(C(=O)c2cccc(NC3=NC4CS(=O)(=O)CC4S3)c2)CC1 (centres undefined)
53	Cc1cc(C)n2nc(-c3cccnc3)nc2n1
54	Cc1ccc(S(=O)(=O)N2CCC(C(=O)OC(C)C(=O)NC3CCCCC3C)CC2)cc1 (centres undefined)
55	CC(NC(=O)NC1CCCCC1)C(c1cccs1)N1CCN(c2ccccc2)CC1 (centres undefined)
56	COc1cccc(N/C=C/c2onc(C)c2[N+](=O)[O-])c1

Compound,49,50,51,52,53,54,55,56
Efflux pump mplx,0.6,-0.1,0.0,0.0,0.0,0.1,0.0,-0.2
EBNA-1 inh,-4,3,-13,-1,-3,·,12,5
MEX-5 binding,-2.8,1.2,-3.5,-1.9,-2.5,·,-2.6,-2.2
BCLXL inh,1,-1,-8,3,4,4,0,-42
MCL1-BIM inh,2,2,-2,8,4,4,0,-71
GLD-1 RNA inh,9,4,-1,2,4,10,2,-6
Fam108B inh,3,-1,-2,0,1,·,-1,1
ZTA DNA inh,-7,-7,-16,19,7,-2,-3,-7
CR mimetic SO,106,100,106,102,103,93,118,96

Compound activity as filed in PubChem BioAssay.
